CHO parental Ca – ATP-evoked calcium signal inhibitors, parental CHO, primary screen, counter-screen for OX1R antagonist project, cell-based, fluorescence, Fluo-8 calcium dye | parental CHO-K1, ATP-induced calcium, Fluo-8 fluorescence | AID 463079, 2010 | 330,000 tested, 0.63% active | inhibition, % at 5.6 µM;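 active = inhibition above that plate's mean sample inhibition plus 3 SD, cut at about 26% in these data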;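 also: 0% = ATP-challenged DMSO wells and 100% = DMSO wells without ATP; some compounds past the cut are filed as inactive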
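Assay system: untransfected parental CHO cell line. Also added: ATP agonist challenge. Dosing: one dose, 5.6 µM nominal. Measured by: Fluo-8 fluorescence. Read-out: % inhibition. Benchmarks: ATP wells versus no-ATP DMSO wells. Repeats: no replicates.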
V1aR counter – agonists of human V1a receptor, primary screen, counter-screen for OXTR agonist project, fluorescence, CHO-V1R cells; Vasopressin V1a receptor (Homo sapiens), P37288; Fluo-8 calcium fluorescence, agonist mode; 0% DMSO, 100% 3 nM vasopressin; activation, % at 3 µM; 320,000 tested, 0.25% active;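 active = activation above the mean activation of all tested compounds plus 3 SD, per screening run, cut at about 20% in these data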;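 also: signal is peak over basal fluorescence ratio across a 100 second FLIPR read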
Target sequence (P37288 whole entry, looked up): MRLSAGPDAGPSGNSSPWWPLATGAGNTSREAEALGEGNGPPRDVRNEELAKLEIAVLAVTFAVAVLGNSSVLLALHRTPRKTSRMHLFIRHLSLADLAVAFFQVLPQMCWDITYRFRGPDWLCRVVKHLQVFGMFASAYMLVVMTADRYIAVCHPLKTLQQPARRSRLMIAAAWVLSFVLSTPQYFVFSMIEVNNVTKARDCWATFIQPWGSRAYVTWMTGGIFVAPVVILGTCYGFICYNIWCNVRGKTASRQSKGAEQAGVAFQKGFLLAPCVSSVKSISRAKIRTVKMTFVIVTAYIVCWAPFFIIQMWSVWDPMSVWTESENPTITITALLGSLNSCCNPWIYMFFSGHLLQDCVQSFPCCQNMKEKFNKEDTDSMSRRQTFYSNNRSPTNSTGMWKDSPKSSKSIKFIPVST
OXTR potentiator – human OXTR potentiators, primary screen, fluorescence, CHO-OTR cells, Fluo-8 calcium. Oxytocin receptor (Homo sapiens), P30559. Fluo-8 calcium fluorescence, potentiator mode; 0% = oxytocin EC15, 100% = EC100. activation, % at 3 µM. 320,000 tested, 0.061% active. AID 2445, 2010;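 active = activation above that plate's cutoff, the mean activation of tested compounds plus 3 SD, cut at about 6.6% in these data, passing the limit was not always enough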;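 also: 100% uses oxytocin at 75 nM as the full agonist control; some results filed as inactive read as strong as hits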
Target sequence (P30559 whole entry, looked up): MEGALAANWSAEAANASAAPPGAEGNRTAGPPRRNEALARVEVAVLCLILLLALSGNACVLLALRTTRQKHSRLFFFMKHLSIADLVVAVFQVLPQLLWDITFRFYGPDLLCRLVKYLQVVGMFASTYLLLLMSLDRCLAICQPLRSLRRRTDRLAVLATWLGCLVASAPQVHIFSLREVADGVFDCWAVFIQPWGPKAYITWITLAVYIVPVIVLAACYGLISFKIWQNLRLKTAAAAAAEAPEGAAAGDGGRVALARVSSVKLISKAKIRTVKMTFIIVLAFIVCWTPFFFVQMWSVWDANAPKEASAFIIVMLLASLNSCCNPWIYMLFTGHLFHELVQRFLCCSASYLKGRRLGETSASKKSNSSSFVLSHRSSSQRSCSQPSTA
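System: human OTR in CHO cells / Also added: sub-maximal oxytocin, roughly EC15 / Control set: EC15 oxytocin low, 75 nM oxytocin high / Schedule: 6 min compound pre-incubation at room temperature, 100 s kinetic read / Compound: single-point 3.0 µM / Replication: singlicate / Technique: Fluo-8 calcium dye fluorescence / Read-out basis: % activation of max/min ratio relative to oxytocin controls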
CHRM1 agonist – human M1 muscarinic receptor agonists, primary screen, Fluo-8 calcium fluorescence, CHO-K1 cells, HTS; Muscarinic acetylcholine receptor M1 (Homo sapiens), P11229; CHO-K1 hM1, agonist mode; 0% DMSO, 100% acetylcholine EC100; activation, % at 3 µM; 360,000 tested, 0.33% active; AID 588814, 2011;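 active = activation above the run's mean compound activation plus 3 SD, cut at about 16% in these data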;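 also: peak over basal fluorescence ratio within a 140 s kinetic read after compound addition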
TAAR1 antag – human TAAR1 antagonists, primary screen, Fluo-8 calcium fluorescence, CHO RD-HGA16 cells; Trace amine-associated receptor 1 (Homo sapiens), Q96RJ0; antagonist; inhibition, % at 3 µM; 360,000 tested, 1.5% active; AID 624466, 2012;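 active = inhibition above a per-plate cutoff, the mean inhibition of test compounds on that plate plus 3 SD, cut at about 49% in these data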;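 also: 0% = DMSO plus EC80 beta-PEA response and 100% = DMSO alone without agonist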
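Material: RD-HGA16 CHO cells with stable hTAAR1 and Gα16; Dosing: single nominal final test compound concentration of 3 µM; Schedule: seeding 17-24 h prior, 75-min 37 °C, 30-min RT dye loading; Detection: kinetic Fluo-8 calcium fluorescence measurement; Measure: % inhibition from peak post-agonist over basal fluorescence ratio; Benchmarks: vehicle and agonist controls.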
CHO-K1 Ca antag – nonselective inhibitor or artifact in parental CHO-K1 cells; ATP-induced calcium, Fluo-8 fluorescence; inhibition, % at 3 µM; 360,000 tested, 0.6% active;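 active = inhibition above a per-plate cutoff, the plate's mean sample inhibition plus 3 SD, cut at about 24% in these data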;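 also: 0% = DMSO plus EC80 ATP and 100% = DMSO alone without ATP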
TAAR1 agonist – human TAAR1 agonists, primary screen, Fluo-8 calcium fluorescence, CHO RD-HGA16 cells; activation, % at 3 µM; 360,000 tested, 0.99% active; Trace amine-associated receptor 1 (Homo sapiens), Q96RJ0; vehicle wells 0%, saturating PEA agonist 100%; AID 624467, 2012;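 active = activation above the mean activation of all test compounds in the run plus 3 SD, cut at about 38% in these data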
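Repeats: no replicates (n 1) | Material: CHO-derived RD-HGA16 cells with stable Gα16 and human TAAR1 | Technique: Kinetic Fluo-8 calcium fluorescence | Schedule: 17-24 h seeding, 75 min 37 °C dye, 30 min RT | Evaluation: % activation from peak over basal fluorescence ratio, DMSO-to-PEA scaled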
M1 ag parental – counter-screen for M1 agonists: effect in parental CHO-K1 cells; Fluo-8 calcium fluorescence; scaled to maximal ATP response, vehicle zero; activation, % at 3 µM; 360,000 tested, 0.48% active; AID 602248, 2012; in the data active = activation above about 15%;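 also: untransfected CHO-K1 host cells lacking M1 receptor as counterscreen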
M1 PAM parental – nonselective calcium activators in parental CHO-K1 cells, primary screen, counter-screen for M1 PAM project, cell-based, Fluo-8 calcium fluorescence, full deck, 1536-well. ATP EC20; 0% at ATP EC20, 100% at ATP max. activation, % at 3 µM. 360,000 tested, 0.02% active. AID 602247, 2012;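 active = activation above the run cutoff, the mean activation of all test compounds plus 3 SD, cut at about 40% in these data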;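 also: peak over basal fluorescence ratio in a 140 s read after ATP addition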
Numbers without * were called inactive; · = no result given.

SMILES	CHO parental Ca	V1aR counter	OXTR potentiator	CHRM1 agonist	TAAR1 antag	CHO-K1 Ca antag	TAAR1 agonist	M1 ag parental	M1 PAM parental
CC(C)C1C(=O)N(Cc2cn(Cc3ccco3)nn2)CCS(=O)(=O)N1Cc1ccc(-c2ccc(Cl)cc2)cc1 (configuration not stated)	·	·	·	-3	0	3	1	1.1	12
CCC[C@H]1CC(=O)C=C(c2ccc(OC)cc2)ON1C(=O)OC(C)(C)C	·	·	·	-6	-7	21	0	-0.7	-12
Cc1cccc(NC(=O)CSc2nc3ccccc3c(=O)n2C)c1C	·	·	·	2	20	15	6	12	-9
CCOC(=O)c1[nH]c2ccc(OC)cc2c1NC(=O)CN1CCSCC1	-22	-0.4	-2	-4	-4	6	11	0.5	10
O=C(O)c1c2c(nc3ccc(S(=O)(=O)N4CCC(C(=O)NC5CCCCCC5)CC4)cc13)CCCC2	-6	-0.3	-13	-4	-12	-7	2	-0.2	7
Cc1noc(C)c1NC(=O)N(C)C[C@H]1Oc2ccc(NC(=O)Nc3ccc4c(c3)OCO4)cc2C(=O)N([C@H](C)CO)C[C@@H]1C	1	0.7	0	-4	8	-13	10	0.3	11
Cc1ncc([N+](=O)[O-])n1Cc1ccc(F)cc1	-1	0.8	-1	-4	-7	-10	0	0.1	10
Cc1ccc(C)c(NC(=O)COC(=O)CNC(=O)C2CCCCC2)c1	-11	0.0	-1	-1	3	1	-2	2.8	-6
c1ccc(-c2nc3nc4ccccc4nc3n2Cc2ccco2)cc1	-20	-1.2	3	-1	22	1	6	4.5	15
O=C(NCc1cccnc1)C(=O)c1c[nH]c2ccccc12	10	0.6	-8	-2	2	-12	3	1.1	19
COc1ccccc1NC(=O)CSc1nc2nc(C)cc(C)c2c(=O)[nH]1	-22	-0.3	-19	-4	-6	-14	1	1.1	25
COc1ccc(S(=O)(=O)CCC(=O)NC2CCCCC2)cc1	-15	0.1	-3	-2	-9	-6	1	0.1	14
CC(=O)C(Sc1ccc2nnc(-c3ccc(C)cc3)n2n1)C(C)=O	-19	-0.4	0	-4	0	-2	0	0.0	17
CCN1CCN(Cc2c(C)[nH]c3ccc(C(=O)OC)cc3c2=O)CC1	-4	0.0	-5	-3	-3	-5	1	-0.1	18
Cc1nn(-c2ccc(C(=O)NCC(c3ccco3)N3CCCC3)cc2)c(C)c1Cl (configuration not stated)	-19	2.5	-8	-9	2	-7	6	0.3	-4
COC(CNC(=O)C(=O)NCC1OCCN1S(=O)(=O)c1ccccc1)OC (configuration not stated)	-11	-0.1	-1	-3	-9	-13	1	1.1	5
COc1cccc(C(=O)NCC(c2ccco2)N2CCc3ccccc3C2)c1 (configuration not stated)	-8	-0.5	-5	-6	4	0	29	1.0	9
CCCCCCCCC(c1nc2cc(C)c(C)cc2[nH]1)n1c(=O)c(-c2ccccc2Br)nc2ccccc21 (configuration not stated)	·	·	·	-4	-12	-10	3	0.8	4
O=C(CCN1C(=O)[C@@H]2Cc3ccccc3CN2C1=O)Nc1cccc(F)c1	-26	1.9	-11	-1	-6	19	3	0.8	8
COC(=O)C1=C(N)OC2=C(C(=O)CC(C)(C)C2)C1c1ccccc1OC (configuration not stated)	-6	0.2	-6	0	-18	-9	-1	0.3	-15
C[C@]12C(=O)N(c3cccc(F)c3)C(=O)N1[C@@H]1c3ccccc3OC[C@@H]1[C@H]2c1ccccc1	-21	-0.8	-5	-7	-1	-13	1	-0.3	2
COc1ccc(/C=N/NC(=O)CN(Cc2ccccc2)S(=O)(=O)c2ccc3c(c2)OCCO3)cc1	-24	0.4	-16	-7	14	-7	-2	0.8	13
COc1ccc(S(=O)(=O)/C(C#N)=C/Nc2cccc(F)c2)cc1	1	4.1	-19	-1	-7	1	7	3.2	23
CC(C)OP(=O)(Nc1cccc2ccccc12)OC(C)C	-12	1.3	4	-7	-17	-12	7	8.8	30
CC1Cc2ccccc2N1CC(=O)Nc1ccc2c(c1)OCCCO2 (configuration not stated)	0	-0.8	-6	-7	6	-12	11	0.1	23
CCOc1cc(/C=N/NC(=O)c2ccncc2)cc(Br)c1O	·	·	·	-1	2	9	1	0.2	5
O=c1cc(O)sc2ccccc12	-11	4.1	-12	-3	10	0	6	1.1	11
COc1ccc(Cc2c[nH]c(=O)[nH]c2=O)cc1	-2	0.3	-3	-3	3	-4	4	0.5	12
O=c1c2c(-c3cccs3)csc2[nH]c(=S)n1-c1ccccc1	-4	1.7	1	-4	-4	-11	12	0.7	11
CSCCC(NC(=O)COc1ccccc1)C(=O)NCCOc1ccc(C)cc1 (configuration not stated)	·	·	·	-1	-2	-12	0	2.7	1
Cc1nccn1-c1c([N+](=O)[O-])c(=O)n(C)c2ccccc12	-12	-0.2	3	-7	-1	-10	0	-0.1	15
NC(=O)c1ccc(NC(=O)COC(=O)C2CC(=O)N(Cc3ccccc3)C2)cc1 (configuration not stated)	-9	-0.1	-11	-2	6	-15	-1	0.9	4
CC1(OC(=O)C2CCCC2)C(=O)C=C2C=C(c3ccsc3)N(CC3CC3)C=C2C1=O (configuration not stated)	6	0.1	-13	-13	1	7	4	-0.4	-11
Cc1ccc(NCc2nnc(SCC(=O)N3CCc4ccccc43)n2C)cc1	-17	0.1	3	-7	3	-3	0	0.1	17
CCOC(=O)CSc1nc2sc3c(c2c(=O)n1C1CCCCC1)CCN(C)C3	-38	-0.1	-2	-7	20	1	1	0.0	8
NC(=O)CSc1nnc(-c2cccs2)n1-c1ccccc1	3	-1.0	-3	-2	-7	-18	2	-0.3	19

Quoted from the listing.
`COc1ccc(Cc2c[nH]c(=O)[nH]c2=O)cc1` in CHO parental Ca is entered as -2
`NC(=O)CSc1nnc(-c2cccs2)n1-c1ccccc1` in CHRM1 agonist is entered as -2

New compounds follow
SMILES	CHO parental Ca	V1aR counter	OXTR potentiator	CHRM1 agonist	TAAR1 antag	CHO-K1 Ca antag	TAAR1 agonist	M1 ag parental	M1 PAM parental
CCCN(CCC)CCCNC(=O)c1cn(CC)c2ccc(S(=O)(=O)N3CCc4ccccc4C3)cc2c1=O	-23	-0.9	-4	-6	-11	-7	0	-1.2	18
CCCCn1c(N)c(N(CCOC)C(=O)c2cc(-c3ccc(OC)cc3)nc3ccccc23)c(=O)[nH]c1=O	-20	-0.5	-2	-4	-13	-10	0	2.2	29
CC(=O)c1ccc(NC(=S)NNC(=O)NC2CCCCC2)cc1	-4	-0.4	1	-4	-24	-8	1	0.6	18
C[C@H]1CN([C@@H](C)CO)C(=O)CCCn2nncc2CO[C@@H]1CN(C)C(=O)c1ccc(N2CCN(C)CC2)cc1	·	·	·	-9	-22	-15	3	0.4	14
Cc1nc2c(-c3ccc(Cl)cc3)cnn2c(N)c1-c1ccc(F)cc1	1	0.8	-1	-4	7	-6	1	2.8	-6
C/C(=N\NC(=O)c1ccoc1C)c1cccc2ccccc12	-16	-0.6	-1	-11	11	-5	2	-0.4	-6
CCOC(=O)C1C(C(=O)NN)C1C(=O)Nc1ccccc1 (configuration not stated)	-19	-0.6	-5	-7	2	10	1	0.0	2
Cc1ccc(OCC(=O)NCCCNC(=O)c2ccncc2)cc1C	4	0.2	-7	0	-17	-9	0	1.3	6
Cc1sc2ncnc(N3CCC(C(=O)Nc4cc(S(C)(=O)=O)ccc4Cl)CC3)c2c1C	-16	7.8	-15	1	61*	-2	14	14	4
Cc1nc(NC(=O)C(C)(C)C)sc1C(=O)Cn1cc(CCCC#N)nn1	·	·	·	·	8	-6	0	-0.2	-1
CC(C(=O)c1ccccc1)n1c(N2CCOCC2)nc2c1c(=O)n(C)c(=O)n2C (configuration not stated)	-17	0.1	-2	1	3	-19	2	-0.2	13
Cc1nc(CS(=O)(=O)c2ccccc2)cc(N2CCOCC2)n1	-4	0.4	-8	-4	-9	-11	19	0.0	6
Cc1ccc(-c2cccc(C(=O)NCCc3ccccc3)n2)c2ccccc12	-26	2.1	-5	2	-2	-7	11	-0.5	-10
CCN(CC)CCSc1nc(O)c(C(C)C)c(=O)[nH]1	-4	1.8	2	-2	-6	-1	6	-0.3	5
CCOc1ccc(N(CC(=O)NCC2CCCO2)C(=O)CCC(=O)Nc2ccccn2)cc1 (configuration not stated)	-5	-0.1	-5	-6	-17	2	11	0.3	13
CCN(CCCNC(=O)CNC(=O)Cn1cnc2ccccc2c1=O)c1cccc(C)c1	-15	-1.1	-3	-7	-11	-3	3	-0.2	11
CCOc1ccc(CCNC(=O)COC(=O)c2nn(C)c(=O)c3ccccc23)cc1OCC	-11	-1.6	-15	-3	-18	-5	-1	-0.8	-1
CC1=NN(C(N)=S)C(=O)C1N=Nc1ccc(C)cc1C (configuration not stated)	-18	-0.1	-8	·	-1	·	14	·	·
O=C(Nc1cc2c(cc1Br)OCCO2)c1cccnc1	-9	-0.5	-5	-6	-15	1	2	0.8	-10
Cc1cc(-c2ccc(C)c(S(=O)(=O)NCc3ccc(Br)cc3)c2)on1	-2	0.4	-12	-3	24	-11	-2	4.6	-5
C(=NNC1=NCCN1)c1ccnc2ccccc12	·	·	·	-5	10	-3	1	0.6	7
O=C(O)c1ccc(/C=C/c2ccc3cccc(O)c3n2)cc1	·	·	·	-10	3	-1	17	0.1	12
Clc1ccc(OCc2nc(-c3ccc(Br)o3)no2)cc1	-5	-0.2	-1	-6	-6	-13	-1	0.3	15
c1ccc(CNc2nc3ccccc3n3cnnc23)nc1	-4	0.4	-3	-1	-15	-9	3	0.2	24
Cc1ccccc1N1CCN(Cc2c[nH]c3ccccc23)CC1	1	5.0	-2	-2	8	-1	28	5.0	-6
CC(C)CN1CCN(Cc2cccn2-c2ccc(Cl)cn2)CC1CCO (configuration not stated)	-12	0.6	2	-8	-9	-9	1	-0.2	15
Cc1cccc(NC(=O)Cn2c(=O)n(CCc3c[nH]c4ccccc34)c(=O)c3cccnc32)c1	7	2.4	-7	·	29	·	5	·	·

Screening results (PubChem)
